High-throughput results from PubChem BioAssay.
HTR5A inv ctr = inverse agonist of human HTR5A in OPRM1-OPRD1 counter-screen. P47898. HTR5A cell line, luminescence, inverse agonism. inhibition, % at 9.3 µM. 340,000 tested, 0.083% active. AID 504634; in the data active = inhibition mostly above about 23%, no sharp cut-off; inactive = mostly below about 18%;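 also: 0% = cells with DMSO and 100% = no-cell wells with DMSO; some compounds called inactive have numbers as strong as hits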
Target sequence (P47898 whole entry, looked up): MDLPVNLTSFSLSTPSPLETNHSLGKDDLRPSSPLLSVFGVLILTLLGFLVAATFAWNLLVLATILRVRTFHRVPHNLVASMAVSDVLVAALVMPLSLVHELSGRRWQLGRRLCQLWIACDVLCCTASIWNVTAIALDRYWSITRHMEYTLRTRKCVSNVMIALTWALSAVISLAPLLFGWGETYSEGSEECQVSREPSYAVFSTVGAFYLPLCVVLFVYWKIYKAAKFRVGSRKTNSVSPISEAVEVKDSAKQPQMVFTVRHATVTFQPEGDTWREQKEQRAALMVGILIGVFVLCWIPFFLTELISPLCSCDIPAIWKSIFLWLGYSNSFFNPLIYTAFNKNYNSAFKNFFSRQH
OPRM1-OPRD1 inv = inverse agonists of human mu-delta opioid receptor heterodimerization | P35372+P41143 | cell-based MOR-DOR heterodimer luminescence, inverse agonism | inhibition, % at 9.3 µM | 340,000 tested, 0.21% active; in the data active = inhibition above about 22%, passing the limit was not always enough;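 also: 0% = cells with DMSO and 100% = wells without cells with DMSO; values of inactives mirror those of a sister screen read the other way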
cardiac RTF act = increases calcium sensitivity of human cardiac regulated thin filaments. 340,000 tested, 0.24% active. activation, % at 7.2 µM. P19429+P45379. AID 493008. IANBD-labeled TnC RTF fluorescence at EC20 calcium; 0% EC20 calcium, 100% full calcium;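 active = activation above the mean over all tested compounds plus 3 SD, cut at about 30% in these data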;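 also: rise in fluorescence read as greater calcium sensitivity of cardiac thin filaments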
C-LANA FP = KSHV C-LANA DNA binding inhibition; MBP-C-LANA/FAM-LBS DNA binding, fluorescence polarization; inhibition, % at 9 µM; 340,000 tested, 0.078% active;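 active = highest replicate inhibition at or above 60% at 9 µM, even if other replicates fall short; inactive = all replicates below 60% inhibition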;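 also: 0% = neutral control wells and 100% = 4 µM acridine orange control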
OPRM1-OPRD1 ag = OPRM1-OPRD1 heterodimerization agonism; cells, luminescence; P35372+P41143; activation, % at 9.3 µM; 340,000 tested, 0.3% active; AID 504326; in the data active = activation above about 18%;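 also: 0% = vehicle-treated cells and 100% = reference agonist; values of inactives mirror those of a sister screen read the other way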
Keap1-Nrf2 PPI = Keap1-Nrf2 (human) interaction inhibition; Keap1 Kelch-Nrf2 peptide fluorescence polarization, 1536-well; inhibition, % at 9.4 µM; Q14145; 340,000 tested, 0.15% active; in the data active = inhibition above about 12%;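 also: human Keap1 Kelch domain with fluorescein labeled Nrf2 9mer peptide probe; 0% = neutral control wells and 100% = peptide positive control; higher means more block of Keap1 binding to Nrf2 peptide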
Target sequence (Q14145 whole entry, looked up, the tested form may be a part): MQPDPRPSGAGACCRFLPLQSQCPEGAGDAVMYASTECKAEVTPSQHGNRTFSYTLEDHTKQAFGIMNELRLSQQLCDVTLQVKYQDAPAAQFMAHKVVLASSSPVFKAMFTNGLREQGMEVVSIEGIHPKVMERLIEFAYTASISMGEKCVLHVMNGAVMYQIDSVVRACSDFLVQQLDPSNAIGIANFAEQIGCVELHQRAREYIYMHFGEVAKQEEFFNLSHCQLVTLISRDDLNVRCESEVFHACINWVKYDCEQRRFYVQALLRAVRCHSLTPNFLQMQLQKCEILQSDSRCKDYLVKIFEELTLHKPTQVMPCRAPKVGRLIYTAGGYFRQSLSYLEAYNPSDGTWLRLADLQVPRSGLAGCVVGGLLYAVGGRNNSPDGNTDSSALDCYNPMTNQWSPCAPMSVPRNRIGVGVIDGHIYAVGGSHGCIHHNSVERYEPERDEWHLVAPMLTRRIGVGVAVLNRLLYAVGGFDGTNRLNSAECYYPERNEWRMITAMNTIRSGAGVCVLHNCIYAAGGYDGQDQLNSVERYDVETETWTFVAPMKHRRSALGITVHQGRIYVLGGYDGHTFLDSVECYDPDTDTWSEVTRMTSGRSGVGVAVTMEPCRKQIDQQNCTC
V-ATPase pH = regulators of yeast V-ATPase proton transport. S. cerevisiae, pHLuorin cytosolic pH fluorescence. response, % at 10 µM. 350,000 tested, 0.37% active; in the data active = response mostly above about 7.3%, no sharp cut-off; inactive = mostly below about 5.4%; also: actives read high; inactives centre near 0; some compounds called inactive have numbers as strong as hits; reference of the scale not given here
CAL-PDZ inh HTS = blocks peptide binding to the human CAL PDZ domain. Q9HD26. purified CAL PDZ, TMR-peptide fluorescence polarization, 1 h. inhibition, % at 24.9 µM. 300,000 tested, 0.92% active. AID 602252;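 active = mean inhibition of at least 30% with at least half of replicates also reaching 30%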;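 also: 0% = DMSO neutral control and 100% = excess unlabeled competitor peptide PRC23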
HTR5A ag ctr = HTR5A agonism, opioid heterodimer counter-screen; P47898; HTR5A agonist assay, luminescence, cell-based; activation, % at 9.3 µM; 340,000 tested, 0.61% active; AID 504692; in the data active = activation mostly above about 9.5%, no sharp cut-off; inactive = mostly below about 7.6%;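 also: 0% = cells with vehicle only and 100% = reference agonist; strong numbers were not always called active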
RTF Ca sens inh = cardiac RTF calcium desensitization; P19429+P45379; inhibition, % at 7.15 µM; 340,000 tested, 0.12% active; IANBD-labeled cardiac RTF, Ca2+ fluorescence; AID 493244;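 active = inhibition above the mean inhibition of all tested compounds plus 3 SD, cut at about 17% in these data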;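 also: assay run at fixed EC70 calcium of 1.6 mM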
* marks the source's active call; other numbers are inactive results; . = not tested or not shown.

SMILES	HTR5A inv ctr	OPRM1-OPRD1 inv	cardiac RTF act	C-LANA FP	OPRM1-OPRD1 ag	Keap1-Nrf2 PPI	V-ATPase pH	CAL-PDZ inh HTS	HTR5A ag ctr	RTF Ca sens inh
COC(=O)c1ccccc1NC(=O)COC(=O)c1cccnc1	12	3	5	-0.2	-0.5	-4	2	-4	4	0
O=C(/C=C/c1ccccc1[N+](=O)[O-])N1CCc2ccccc2C1	5	6	7	-0.2	-1.0	-4	3	-2	5	-4
Cc1cc2[nH]c(=O)c(=O)[nH]c2cc1S(=O)(=O)NCc1ccccc1	-11	20	2	-0.8	-3.9	-1	1	.	0	-1
C/C(=N\Nc1ccc(Cl)c(C(=O)O)c1)c1ccc(N2CCOCC2)cc1	-11	25	4	-1.5	-4.6	-1	-3	4	4	3
O=C(COc1ccc(Cl)cc1)Nc1ccc2c(c1)nc1n2CCOC1	-3	17	-8	-0.5	-3.4	-6	-4	2	1	0
COc1ccc(/C=C/C(=O)Nc2ccccc2C(F)(F)F)cc1	-13	0	8	-2.6	0.1	-7	-1	0	1	-5
CC1CCCN(C(C(=O)Nc2ccc3c(c2)OCO3)c2ccccc2)C1 (stereo not drawn)	13	-6	1	-1.4	1.1	0	14*	.	-5	-4
CCCSc1nnc(-c2ccccc2NC(=O)CC)c(=O)[nH]1	-15	4	5	11	-0.7	-2	10	-1	4	-9
COc1ccc(/C=C/C(O)=C(\C#N)c2nnc(N3CCOCC3)n2-c2ccccc2)cc1OC	-12	1	1	-0.5	-0.3	-1	5	0	1	-11
Cc1nc(C)c(-c2ccccc2)c(=O)[nH]1	1	9	0	1.3	-2.0	-2	-2	-1	0	-3
COc1ccc(C)cc1NC(=O)C1CCCN(S(=O)(=O)c2cnc[nH]2)C1 (stereo not drawn)	-9	3	4	-0.7	-0.5	0	-2	-7	3	-3
O=P(Cc1ccccc1)(c1ccccc1)c1ccccc1	5	13	-4	-0.2	-2.1	-6	-4	0	-1	0
O=C(NCc1ccco1)C1CC(=O)N(c2ccc(O)cc2)C1 (stereo not drawn)	7	14	-4	1.0	-3.4	-1	-1	.	1	0
Cn1cnnc1SCC(=O)NCCC(c1ccccc1)c1ccccc1	-2	13	-5	3.6	-3.0	1	1	-4	1	-3
O=C1C=C(O)c2c(O)cc(O)c(O)c2C1=O	12	14	-44	117*	-2.8	19*	-2	-1	-1	31*
COc1ccc(C)cc1NC(=O)C1COc2ccccc2O1 (stereo not drawn)	-7	-12	-6	0.8	2.6	2	-4	0	3	-7
COc1cc(/C=C/C(=O)OCC(=O)Nc2cc(S(=O)(=O)N3CCCC3)ccc2Cl)cc(OC)c1OC	7	-2	-2	3.2	0.4	-9	1	5	-2	-10
O=C(N/C=C/n1cnc2cc(C(F)(F)F)ccc21)c1ccccc1F	-2	-4	2	2.0	0.7	-1	-1	3	-3	0
CCn1c(SCC(=O)N2CCCCC2)nc2c1c(=O)n(C)c(=O)n2C	12	15	-8	-0.8	-2.5	3	0	2	-2	-7
COC(=O)N1CC=CC1(C)C(=O)NCc1cc(F)cc(C(F)(F)F)c1 (stereo not drawn)	-22	17	3	-2.1	-3.0	-2	3	-2	-2	11
CCc1onc(C)c1C(=O)Nc1ccc2c(c1)OCO2	9	9	2	0.3	-1.8	-2	-1	.	5	-12
CCOC(=O)c1cnc(-n2nc(C)cc2C)nc1NCc1ccc2c(c1)OCO2	0	-24	6	-0.2	4.1	2	-3	-3	0	8
O=C(Oc1c(-c2ccco2)oc2ccccc2c1=O)c1cccnc1	2	-14	2	0.5	2.8	-7	-1	-6	-1	-12
CCOC(=O)N1CCN(S(=O)(=O)c2ccc(Cl)cc2)CC1	-2	-8	-6	0.9	1.7	-1	0	-2	1	-1
CCc1nnc(NS(=O)(=O)c2ccc(NC(=O)c3cccc(Br)c3)cc2)s1	-5	19	0	2.4	-3.6	-3	0	-5	-2	-5

More structures follow.
SMILES	HTR5A inv ctr	OPRM1-OPRD1 inv	cardiac RTF act	C-LANA FP	OPRM1-OPRD1 ag	Keap1-Nrf2 PPI	V-ATPase pH	CAL-PDZ inh HTS	HTR5A ag ctr	RTF Ca sens inh
CCCn1c(=O)c(/C(N)=N/O)nn(-c2cccc(C(F)(F)F)c2)c1=O	13	-3	6	-1.1	0.5	2	-4	.	0	-4
COc1ccc(S(=O)(=O)N2CCOC2CNC(=O)C(=O)NCc2ccc(F)cc2)cc1 (stereo not drawn)	7	-1	3	-1.0	0.2	1	0	-4	-4	-12
Cc1ccc(C2=CC(=O)CC(C)(C)C2)cc1	-13	-4	4	0.9	0.7	-6	0	-4	1	10
CCN1CC(CN(C)Cc2cn(-c3cccc(C)c3)nc2-c2cccc(F)c2)CC1=O (stereo not drawn)	-4	-104	3	-2.4	20*	-2	-7	-1	2	1
O=C(CCNS(=O)(=O)c1ccccc1C(F)(F)F)N1CCN(S(=O)(=O)c2cccc(Cl)c2)CC1	-10	8	-1	-0.4	-1.2	-2	0	-4	2	-28
CCOC(=O)c1[nH]c2ccc(F)cc2c1NC(=O)Nc1ccccc1OC	5	-2	0	0.3	0.4	-1	4	-7	-2	-9
O=c1cc(-c2ccc(O)c(O)c2)oc2cc(O)c([C@@H]3O[C@H](CO)[C@@H](O)[C@H](O)[C@H]3O)c(O)c12	19	-9	-4	5.0	1.6	0	-3	-2	-7	-3
CCOC(=O)c1cn(CC)c2cc(F)c(F)cc2c1=O	-4	10	4	1.6	-1.9	1	-2	23	0	-5
O=C(O)COCC(=O)Nc1ccc(OCCc2ccccc2)cc1	-4	11	4	7.3	-2.4	1	1	-3	1	-2
CC1=Nc2cc(Cl)ccc2Oc2ccccc21	15	-14	2	3.3	2.4	-2	2	-4	-6	1
Cc1ccc(NS(=O)(=O)c2cc(C(=O)Nc3cccc([N+](=O)[O-])c3)ccc2C)cc1	-7	-34	0	1.8	6.4	-1	5	1	5	4
COc1cc(-c2noc(C)c2C(=O)NCCCn2ccnc2)cc(OC)c1OC	23	13	0	2.8	-2.2	3	-2	2	0	-6
COC(=O)CC1C(=O)NCCN1C(=O)c1cc(OC)c(OC)cc1OC (stereo not drawn)	-8	6	-4	-0.1	-1.4	-1	0	-3	2	-5
CC(C)Oc1ccc(CCC(=O)NNC(=O)c2ccccc2C(=O)O)cc1	0	9	-8	0.5	-2.0	3	4	1	0	4
Cc1cccnc1NC(N)=S	9	-2	2	-0.1	0.4	4	0	-3	-3	-9
O=C(O)CSc1nc2ccccc2[nH]1	-14	10	-4	-0.8	-1.6	-2	-5	-2	11	0
COc1ccc(C2CC(c3ccc(OC)c(OC)c3)=NN2S(C)(=O)=O)cc1 (stereo not drawn)	10	8	0	-0.8	-1.6	-4	-1	-1	-4	-9
O=C(Nc1cccc(Cl)c1)Nc1nc(-c2ccc(Cl)cc2)cs1	1	4	-1	-0.6	-0.7	-4	-2	-4	0	-12
Cc1ccc(C(C)C)c(OCC(=O)Nc2ccccc2N2CCN(C)CC2)c1	1	-13	1	0.2	3.0	-1	0	7	5	-2
NC(=O)c1ccc[n+]([C@H]2O[C@@H](COP(=O)([O-])OP(=O)(O)OC[C@H]3O[C@@H](n4cnc5c(N)ncnc54)[C@H](O)[C@@H]3O)[C@H](O)[C@@H]2O)c1	-14	9	6	1.9	-1.7	-7	0	0	4	-4
C[C@@]12C(=O)Nc3cc(F)ccc3C(=O)N1[C@H]1c3ccccc3OC[C@@H]1[C@@H]2c1ccccc1	8	-6	-6	-0.3	1.2	0	3	-4	3	2
O=C(c1cccnc1)N1CCN(C/C=C/c2ccccc2)CC1	-19	13	3	0.1	-2.7	-2	-2	-6	3	-1
O=C(O)c1cc2nc3c(c(C(F)(F)F)n2n1)CCCC3	-6	4	-2	0.0	-0.8	-4	3	-5	2	-9
Cc1cnc(NC(=O)CSc2nc3ccccc3c(=O)[nH]2)s1	-1	8	0	1.0	-1.4	-4	1	-10	0	2
Cc1cc2ncc(C(=O)N=CN(C)C)cn2n1	-9	7	-6	-0.6	-1.6	-5	6	4	3	-6

Two entries drawn at random from the list so far:
SMILES	HTR5A inv ctr	OPRM1-OPRD1 inv	cardiac RTF act	C-LANA FP	OPRM1-OPRD1 ag	Keap1-Nrf2 PPI	V-ATPase pH	CAL-PDZ inh HTS	HTR5A ag ctr	RTF Ca sens inh
CC1=Nc2cc(Cl)ccc2Oc2ccccc21	15	-14	2	3.3	2.4	-2	2	-4	-6	1
CCOC(=O)c1cn(CC)c2cc(F)c(F)cc2c1=O	-4	10	4	1.6	-1.9	1	-2	23	0	-5

Next part
SMILES	HTR5A inv ctr	OPRM1-OPRD1 inv	cardiac RTF act	C-LANA FP	OPRM1-OPRD1 ag	Keap1-Nrf2 PPI	V-ATPase pH	CAL-PDZ inh HTS	HTR5A ag ctr	RTF Ca sens inh
CCC(=O)c1ccc(N2CCN(C(=O)Cc3ccccc3)CC2)c(F)c1	1	1	1	2.2	-0.1	-6	4	-2	0	-1
COc1cccc(CNC(=O)CCc2nc3cc(S(=O)(=O)N4CCOCC4)ccc3n2C)c1	8	5	-4	-0.7	-0.7	2	-1	-1	-3	-7
O=C(O)c1ccccc1OCCOc1ccccc1	-14	13	5	-0.4	-2.6	2	-1	-4	6	-5
COc1ccc(CCNS(=O)(=O)c2ccccc2[N+](=O)[O-])cc1OC	17	3	5	0.1	-0.7	1	3	-3	-5	-8
O=C(Nc1ccc(N2CCN(Cc3ccccc3)CC2)cc1)c1ccco1	-8	10	-3	0.5	-2.0	3	1	.	3	0
C=CCNC(=S)NNC(=O)C(CCC(C)C)CC(C)(C)O (stereo not drawn)	-2	-3	2	-1.2	0.6	-4	-2	0	5	8
CCOC(=O)CSc1nc2ccccc2c(=O)n1CC1CCCC1	12	-18	-3	-0.1	4.4	-2	0	0	-5	0
CCCN(CCC)C(=O)CSc1nc2ccccc2c(=O)n1C1CCCC1	10	-31	5	-0.3	6.0	1	-2	0	2	-7
Fc1ccc(CSc2nc3ccccc3[nH]2)c2ccccc12	-6	-46	-1	-0.3	9.2	-4	8	-4	2	-3
CNS(=O)(=O)/C=C/c1ccccc1	12	14	-7	-0.6	-2.6	-5	0	-8	4	5
COc1ccc(CCNC(=O)CN2CCCc3ccccc32)cc1OC	-10	3	4	0.1	-0.5	-2	-3	-1	3	-13
COc1cccc(-n2c(SCC(=O)OC(C)C)nnc2-c2cccnc2)c1	-10	18	-2	0.2	-3.1	-3	2	1	-2	-3
Cc1ccc(N2CC(C(=O)Nc3ccc(S(=O)(=O)N4CCCC4)cc3)CC2=O)cc1C (stereo not drawn)	10	-6	2	-1.1	0.8	-2	-7	.	-4	11
Cc1ccc(N2CCN(c3ccc(C)cc3)C(CC(=O)O)C2=O)cc1 (stereo not drawn)	8	-11	6	0.7	2.1	-2	2	-3	0	-8
Cc1ccccc1NC(=S)NN1CCN(C)CC1	-13	7	4	0.4	-1.2	-8	5	-3	5	-5
COc1cccc(OC)c1NC(=O)Cn1nc(C)c2ccccc2c1=O	-6	-7	1	0.0	1.3	0	-6	-3	-1	-4
Cc1ccc(C)c(-c2csc(N/N=C/c3ccco3)n2)c1	.	.	.	0.0	.	2	2	3	.	.
O=C(O)CC/C(=N/NC(=O)c1ccc(-c2ccccc2)cc1)c1ccccc1	12	6	-2	-1.6	-1.8	0	-6	-3	4	-3
COc1ccc(S(=O)(=O)N2CCN(C(=O)c3cc(-c4ccccc4OC)n[nH]3)CC2)cc1	-2	-2	2	0.1	0.3	-3	-2	.	1	-5
COc1ccc(/C=C2\N=C(SC)N(c3ccccc3OC)C2=O)cc1	4	-4	1	-1.2	0.8	-6	1	-4	4	-4
